# Screening results as filed in PubChem.
# M1AAP inhibition – P. falciparum M1AAP inhibitors, biochemical, fluorogenic H-Leu-NHMec substrate, 1536-well (AID 1445). recombinant M1AAP, H-Leu-NHMec fluorogenic kinetic assay; higher % means a stronger effect. inhibition, % at 30 µM; hits with a dose series show IC50 in µM. actives 0.42% (n = 220,000);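 active = primary inhibition above the hit cutoff, then over 50% inhibition at one or more dose response concentrations, cut at about 23% in these data, passing the limit was not always enough; inconclusive = conflicting primary data, or primary hits not chosen for dose response; inactive = low primary inhibition, or under 50% at every dose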;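 note: plate controls were DMSO full reaction for no effect and no enzyme background for full effect; strong numbers were not always called active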
# WT yeast gro inh – growth inhibition of WT strain, primary screen, mitochondrial fusion inhibitor project, WT and mutant strains, chemical genetic; mitochondrial fusion phenotypic screen; inhibition, % at 10 µM; actives 2.1% (n = 190,000); AID 1362, 2008; in the data active = inhibition above about 58%; tested in S. cerevisiae
# MT stabilize HCS – microtubule stabilizers in HeLa cells, primary screen, imaging, high-content imaging. HeLa tubulin immunostaining HCS, 24 h; share of cells brighter than vehicle mean+2SD. % tubulin-high responders, % at 10 µM. actives 0.83% (n = 200,000). AID 2205, 2009;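 active = plate Z-score above 3 for both tubulin-high and condensed-nucleus cell shares, with cell loss under 80%, at 10 µM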;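 note: anti alpha tubulin signal scored within the nucleus-defined area of each cell; some results filed as inactive read as strong as hits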
# M17LAP inhibition – P. falciparum M17LAP inhibitors, primary screen, biochemical, fluorogenic H-Leu-NHMec substrate, 1536-well (AID 1619); Leucine aminopeptidase (Plasmodium falciparum (isolate 3D7)); recombinant M17LAP, H-Leu-NHMec fluorogenic kinetic assay; higher % means a stronger effect; one-dose inhibition, % at 30 µM; IC50 in µM for titrated hits; actives 0.38% (n = 220,000);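 active = compound inhibiting the enzyme by more than half at any dose during confirmatory dose-response retesting; inconclusive = strong single-dose inhibitors picked by rank but not retested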;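 note: plate controls were full reaction with DMSO carrier for no effect and no enzyme background for full effect; strong numbers were not always called active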
# Yfh1-depleted yeast – enhancers of respiration in Yfh1-depleted yeast, dose response, Friedreich's ataxia, plus single-dose screen (AID 1465). one-dose fold induction at 50 µM; EC50 in µM for titrated hits. S. cerevisiae Yfh1-off respiration, WST-1 reduction, 72 h; higher fold induction means a stronger effect. actives 0.074% (n = 220,000);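 active = fold induction of absorbance versus untreated yeast above a set limit, then at least 30% activation at any dose in follow-up; inconclusive = repeats straddling the limit, or above it without dose testing; inactive = fold induction below the set limit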;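 note: activators that raise dye reduction in frataxin-depleted yeast; strong numbers were not always called active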
# bCat nuc transl – modulators of beta-catenin nuclear translocation, primary screen, imaging, HeLa cells, immunofluorescence, high-content. nuclear translocation activity, % at 5 µM. actives 0.3% (n = 190,000);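 active = nuclear translocation activity above 50% at 5 µM, with a well cell count of 50 or more; inconclusive = wells under 50 cells across six images, flagged as toxic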;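 note: per-cell ratio of nuclear to cytoplasmic median beta-catenin stain intensity; plate controls were DMSO negative control for no effect and GSK-3 inhibitor IX positive control for full effect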
#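 Test system: human HeLa cells, native beta-catenin. Compound dosing: 5 µM primary single dose, 0.1% DMSO, 0.02–20 µM confirmation series. Incubation: compound exposure 24 h at 37°C. Detection: beta-catenin immunostaining with DAPI counterstain, 20x imaging, 6 fields/well. Read-out basis: Nuclear/cytoplasmic beta-catenin signal ratio, % activation.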
# T cell modulator – modulators of CD8 T cell-vesicle binding, primary screen, mouse 2C CD8+ T cells, flow cytometry. 2C CD8+ T cell-vesicle binding; active compounds read low. calls only at 7 µM. AID 2052, 2009. actives 0.068% (n = 330,000);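 active = response, share of CD8 T cells binding vesicles, and their 90th percentile fluorescence all below set limits, cut at about 80% in these data, passing the limit was not always enough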
#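 material = purified 2C TCR transgenic mouse naive CD8+ T cells | controls = Unloaded micro-vesicles (low), QL9 vesicles with 0.7% DMSO (high) | detection = cytometric PE anti-B7-1 and Alexa647 anti-CD8 signals after 1% paraformaldehyde fixation | incubation = binding step 1.5 h, 37 °C, antibody labelling 20 min, ice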
# Autophagy HCS – autophagy modulators in MEF cells, primary screen, imaging, high-content, MEF GFP-LC3; AID 463193, 2010; MEF GFP-LC3 puncta imaging; test concentration mostly 10 µM; calls only at 10 µM (by protocol); actives 0.98% (n = 190,000);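 active = percentage of spot-positive cells more than 3 SD above its plate mean, without a fluorescence outlier flag or 80% toxicity; inconclusive = no clear call, values can overlap the other calls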;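 note: spot-positive cell cutoff set from DMSO-treated cells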
# Dynein transport – inhibitors of GR-EGFP nuclear translocation, primary screen, dynein cargo transport inhibitor project, imaging, high-content, 3617.4 mouse cells; actives 0.47% (n = 220,000); AID 1381, 2008; z-score, hits read low; test concentration mostly 20 µM; stimulated with dexamethasone, 1 µM; active compounds read low;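 active = plate z-score of nuclear minus cytoplasmic receptor signal below a set negative limit, without overly bright fluorescence or cell loss, cut at about -3.5 in these data, passing the limit was not always enough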;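 note: z-score of nuclear minus cytoplasmic ring GR-EGFP intensity difference per well; some compounds called inactive have numbers as strong as hits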
#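 Also added – dexamethasone, 1.0 µM final · Buffer or medium – tet-free, stripped-serum medium · Schedule – induction 48 h, compound 1 h, agonist 30 min · Detection – formaldehyde fixation, Hoechst nuclear stain, 10x automated fluorescence imaging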
# WT yeast gro inh mutant strain – further read-out of WT yeast gro inh, marked with its call; inhibition, %; mitochondrial fusion phenotypic screen, mutant strain inhibition
# Dynein transport cytoplasmic EGFP – recorded beside Dynein transport, whose call it bears; z-score; measured here: cytoplasmic GR-EGFP intensity; active compounds read high
# Dynein transport nuclear GR-EGFP – second read-out of Dynein transport, no call of its own (marks repeat the call); z-score; measured here: nuclear GR-EGFP intensity;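 lower value marks the stronger effect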
# Dynein transport cell count – recorded beside Dynein transport, whose call it bears; z-score; measured here: cell count per field
# bCat nuc transl cell count 5 µM – recorded beside bCat nuc transl, whose call it bears; cell count; measured here: cell count, cytotoxicity flag
# T cell modulator vesicle-bound % – also measured in T cell modulator; calls as there; double positive events, %; measured here: CD8+ vesicle-bound cell fraction;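 binding gate set so that unloaded-vesicle control wells show 10% double positive cells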
# MT stabilize HCS Hoechst-high % – second read-out of MT stabilize HCS, no call of its own (marks repeat the call); % Hoechst-high responders; measured here: nuclear condensation Hoechst responders;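 share of cells brighter than vehicle mean plus two SD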
# MT stabilize HCS cytotoxicity % – second read-out of MT stabilize HCS, no call of its own (marks repeat the call); toxicity, %; measured here: cytotoxicity by cell density;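 0% = mean cell density of plate MIN control wells and 100% = no cells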
# Autophagy HCS cell loss 18 h – second read-out of Autophagy HCS, no call of its own (marks repeat the call); toxicity, %; measured here: cell loss, nuclei count;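 cell loss after 18 h compound exposure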
# * hit, by the source's call; i = inactive; ? = inconclusive; / = no result given.
SMILES,M1AAP inhibition,WT yeast gro inh,WT yeast gro inh mutant strain,MT stabilize HCS,MT stabilize HCS Hoechst-high %,MT stabilize HCS cytotoxicity %,M17LAP inhibition,Yfh1-depleted yeast,bCat nuc transl,bCat nuc transl cell count 5 µM,T cell modulator,T cell modulator vesicle-bound %,Autophagy HCS,Autophagy HCS cell loss 18 h,Dynein transport,Dynein transport cytoplasmic EGFP,Dynein transport nuclear GR-EGFP,Dynein transport cell count
O=C(O)CC1(CC(=O)Nc2ccc3c(c2)C(=O)OC3)CCCCC1,10%,/,/,/,/,/,-2%,i,-0.5,1350,i,20,/,/,0.27,0.071,-0.07,0.34
O=C1CSC(c2ccncc2)N1Cc1ccccc1 (stereo unspecified),5%,-7,7,4.2,3.2,9.0,3%,i,-0.4,954,i,63,i,-1,0.15,-0.12,0.32,0.31
O=C(O)CCCC(=O)Nc1cccc(-c2nc3ccccc3[nH]2)c1,7%,8,5,3.8,3.6,6.9,10%,i,-0.2,1098,i,26,i,-7,-0.31,-0.3,-0.11,-0.41
O=c1c2c(-c3ccccc3)csc2ncn1/N=C/c1c2ccccc2cc2ccccc12,2%,28,20,1.6,1.4,8.6,10%,i,-1.0,1190,i,35,i,-4,-0.77,0.32,0.022,0.71
Cc1ccc(-c2nnc(SCC(=O)n3c4c(c5ccccc53)CCCC4)o2)cc1,-5%,17,13,2.1,2.5,7.1,1%,/,-3.7,1160,i,31,i,1,-0.82,-0.12,-0.29,0.57
O=C(CC1C(=O)NCCN1C(=O)Nc1ccc(C(F)(F)F)cc1)Nc1ccc(F)cc1 (stereo unspecified),4%,/,/,/,/,/,-4%,i,0.3,1327,i,22,/,/,-0.85,-0.25,-0.12,0.12
O=C(NCc1nnc(SCc2ccc(F)cc2)n1-c1ccccc1)C12CC3CC(CC(C3)C1)C2,2%,14,5,3.0,1.7,4.9,6%,i,-0.2,1053,i,45,i,18,0.22,-0.27,0.18,0.089
CC(C)c1cc(-c2cc(-c3ccc(Cl)cc3)on2)nc(NCC2CC2)n1,0%,/,/,/,/,/,-9%,i,-0.6,1176,i,25,/,/,0.25,-0.14,0.3,-0.26
Cc1ccc(C)c(NC2=C(Cl)C(=O)OC2OC(C)C)c1 (stereo unspecified),1%,-2,3,3.9,2.5,6.6,-16%,i,-0.4,1074,i,54,i,-2,-0.062,-0.2,-0.19,0.028
Cc1ccc(CCC(=O)Nc2ccc(S(N)(=O)=O)cc2)o1,7%,2,-19,3.8,2.1,3.5,-10%,i,-0.6,1014,i,51,i,-5,1.1,0.16,0.64,-0.8
COC(CNC(=O)CNC(=S)N(Cc1ccccc1)Cc1cccnc1)OC,3%,-3,2,1.7,1.2,0.5,9%,i,-0.8,1117,i,59,i,-10,0.059,-0.17,-0.29,-0.048
Cc1cccc(C)c1Nc1c(-c2ccc(N3CCOCC3)cc2)nc2cnccn12,13%,/,/,/,/,/,-13%,i,0.1,1311,i,37,/,/,-0.54,-0.26,0.12,0.83
O=C(O)CNC(=O)CCN1C(=O)c2ccccc2C1=O,-3%,36,15,1.1,1.5,4.7,8%,i,0.3,1126,i,39,i,-9,0.11,1.5,0.73,-0.74
O=C(Nc1cccnc1)Nc1ccc(Br)cc1Cl,3%,14,14,2.2,1.4,1.6,3%,i,/,/,i,36,i,-6,-0.37,-0.22,-0.15,0.23
CN(c1ccccc1)S(=O)(=O)c1ccc(Cl)c(C(=O)OCC(=O)NCc2ccco2)c1,2%,/,/,/,/,/,-4%,i,-0.2,1265,i,30,/,/,-0.21,-0.25,-0.21,-0.0057
O=C(CN1CCN(c2nc(-c3ccccc3)cs2)CC1)NNC(=O)c1ccco1,-4%,-20,14,5.2,2.8,9.3,-1%,i,-1.5,1089,i,34,i,33,1,-0.28,0.64,-1.1
O=C(C1CCC(CNc2c(N3CCCCC3)c(=O)c2=O)CC1)N1CCN(C2CCCCC2)CC1 (stereo unspecified),10%,/,/,/,/,/,4%,i,-2.2,1192,i,38,/,/,0.73,-0.25,-0.0057,-0.52
CCC(C)N1CC(C(=O)NC2CCCCC2)CC1=O (stereo unspecified),0%,1,10,1.5,1.1,8.7,3%,i,-0.6,1356,i,36,i,-3,-0.37,-0.22,-0.34,0.4
CCCN1CCN(C(=O)Nc2ccc(C(=O)OCC)cc2)CC1,1%,11,22,3.3,2.6,2.8,1%,i,-3.5,1287,i,52,i,-1,0.54,0.55,0.25,-0.18
O=C(CNC(=O)c1ccccc1F)OC(C(=O)Nc1cc(C(F)(F)F)ccc1Cl)c1ccccc1 (stereo unspecified),9%,39,-9,1.2,1.6,6.0,6%,i,/,/,i,19,i,0,1,-0.18,1.1,-0.099
CC1(C)Oc2cc(N)c([N+](=O)[O-])cc2O1,11%,-24,-1,4.2,1.8,7.4,9%,i,/,/,i,56,i,-3,-0.12,-0.23,-0.73,0.43
CCn1c(-c2ccccc2Cl)nn(CC(=O)Nc2ccccc2OC)c1=S,7%,7,12,1.5,1.6,11,3%,i,-0.7,1412,i,33,i,-32,-1.2,-0.21,-0.051,1.3
CCOC(=O)c1sc(NC(=O)OC)c(C(=O)OC)c1C,-1%,4,3,5.2,3.5,6.6,2%,i,-3.2,1055,i,46,i,-4,0.64,-0.24,1,-1.4
COCC(=O)n1nc(-c2ccccc2)nc1NCc1ccc(N(C)C)cc1,7%,9,10,1.5,2.7,4.4,-3%,i,-1.6,1114,i,29,i,5,0.1,-0.33,0.73,-0.22
N=c1ccn(Cc2ccc(Cl)cc2)cc1,-2%,11,1,2.6,4.5,2.1,-70%,i,1.5,670,i,19,i,9,-0.38,-0.19,-0.38,0.36
O=S1(=O)CCN=C2SC3=C(CCCC3)N21,2%,8,-1,1.5,1.8,9.7,-2%,i,-0.9,1129,i,44,i,-8,-0.063,-0.15,0.13,0.087
O=C(NCc1ccco1)C1CCN(c2nc3ccccc3n2Cc2ccc(F)cc2)CC1,5%,10,2,3.2,4.1,8.4,9%,i,/,/,i,35,i,7,0.024,-0.17,0.2,-0.16
COc1cccc(C(=O)NCCN2C(=O)S/C(=C/c3cccs3)C2=O)c1OC,16%,-5,14,5.6,1.7,6.6,7%,i,-1.2,1066,i,12,i,4,1.2,-0.31,1,-0.18
Nc1nnc(-c2cccc(F)c2)s1,1%,/,/,/,/,/,6%,i,-0.4,1395,i,45,/,/,-0.64,-0.25,0.072,0.22
CCCCCCCCCCCCCCCC[n+]1ccc(/C=N/O)cc1,3%,98*,97*,16,2.3,8.5,-1%,i,?,/,i,26,i,27,0.077,-0.22,0.08,0.3
CCc1ccc(C(=O)COC(=O)c2cncc(Br)c2)cc1,11%,-11,-2,2.2,3.1,11,11%,i,-0.8,1014,i,51,i,-3,0.42,0.025,0.33,-1.5
O=C(NCc1cccs1)C1CCCN1C(=O)Nc1ccc(F)cc1 (stereo unspecified),0%,/,/,/,/,/,0%,i,0.7,1334,i,29,/,/,-0.59,-0.25,0.17,0.26
O=C(Oc1ccc2c3c(c(=O)oc2c1)CCC3)c1ccccc1[N+](=O)[O-],-1%,23,9,5.6,1.9,8.3,-37%,i,-0.4,1079,i,36,i,20,1.6,-0.26,0.39,0.12
COC(=O)c1c(C(=O)OC)c2cc(C)ccn2c1Cl,10%,56,42,1.2,2.1,8.1,-6%,i,-1.8,984,i,16,i,33,-0.52,-0.17,-0.16,0.46
CC(=O)N(c1ccc(C)cc1)S(=O)(=O)c1ccc(Cl)cc1,7%,6,12,1.3,3.4,6.0,-4%,i,-3.0,965,i,37,i,0,1.3,-0.28,1.1,-1.6
Cc1cc(C)n(-c2ccc(N3CCOCC3)nn2)n1,12%,5,-9,4.2,1.5,5.5,2%,i,1.4,1067,i,30,i,-7,-0.32,0.45,0.25,1.2
Cc1cc(NC(=O)c2nn(C)c(C)c2[N+](=O)[O-])no1,12%,4,-3,2.1,0.9,3.4,1%,i,-0.6,1356,i,19,i,1,3.3,-0.078,2.2,-2.2
